Rab9 promoter act – qHTS Assay for Rab9 Promoter Activators; Huh7 Rab9 promoter-luciferase reporter, luminescence, 24 h; Potency, µM (titrated, usually from 9.22 µM), inactives show at the top dose activation, negative = inhibition, hits mostly activators; 2.8% of 320,000 active; note: potency is the fitted concentration of half-maximal effect; % of control where 0% means no effect; nearly all actives have a fitted effect of over 60% in size
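Stable Rab9-luc Huh7, 1500 cells/well, 2 h settle; cmpd in DMSO, 24 h, 37 °C/5% CO2; luciferase reagent 10 min RT; luminescence.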
Mito fusion act – qHTS Assay for Small Molecule Inhibitors of Mitochondrial Division or Activators of Mitochondrial Fusion; Potency, µM (doses to about 46.1 µM), for the others: at the highest dose growth rescue (activation), most hits filed as activators; 0.23% of 320,000 active; AID 485298, 2010; S. cerevisiae fusion-defective mutant growth rescue, CellTiterGlo 48 h;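 note: potency is the fitted concentration of half-maximal effect; % of control where 0% means no effect; nearly all actives have a fitted effect of over 45% in size; temperature-sensitive fusion mutants such as fzo1-1 at 37 °C on non-fermentable ethanol glycerol medium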
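S. cerevisiae fusion-defective temperature-sensitive mutants (e.g. fzo1-1, mgm1-5) grown 48 h at 37C in YPEG (ethanol/glycerol non-fermentable) medium with 23 nl compound per well; growth rescue read as CellTiterGlo luminescence.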
PKM2 activator – qHTS Assay for Activators of Human Muscle isoform 2 Pyruvate Kinase; Pyruvate kinase PKM (Homo sapiens), P14618; purified PKM2, Kinase-Glo ATP luminescence, activation; response scale: 0% is enzyme alone, no compound; Potency, µM (titrated, usually from 57.5 µM), for inactives: top-dose activation, most hits filed as activators; 0.34% of 260,000 active; AID 1631, 2009; note: potency is the fitted concentration of half-maximal effect; % is set by controls: 0 for no effect and ±100 for the full control effect; nearly all actives have a fitted effect of over 55% in size
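Kinase-Glo luminescence reports ATP generated from ADP (0.1 mM) and PEP (0.5 mM) by purified hPK-M2 after 1 h at room temperature, pH 7.2 imidazole buffer; intermediate enzyme activity allows detecting inhibitors and activators.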
VP16 counter – VP16 counterscreen qHTS for inhibitors of ROR gamma transcriptional activity | Drosophila S2 Gal4-VP16 UAS-luciferase, luminescence, 20 h | Potency, µM (highest dose often 53.6 µM), without a hit: at the highest dose activity, negative = inhibition, most hits filed as inhibitors | 3.5% of 310,000 active | AID 2546, 2010;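 note: Gal4-VP16 expression switched on by copper sulfate through the metallothionein promoter; potency is the fitted concentration of half-maximal effect; % is set by controls: 0 for no effect and ±100 for the full control effect; nearly all actives have a fitted effect of over 50% in size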
KCNH2 3.1 inh – qHTS for Inhibitors of KCHN2 3.1: Mutant qHTS | 0.95% of 340,000 active | activity change, % (tested at about 1.8 µM) | Potassium voltage-gated channel subfamily H member 2, brain isoform KCNH2 3.1 (human) | U2OS KCNH2 3.1, thallium flux FluxOr; hits give low values | AID 720553, 2013;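 active = maximum activity change below -70%; inconclusive = maximum activity change from -70% to -50%; inactive = maximum activity change above -50%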;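 note: thallium influx rate constant from kinetic fluorescence after stimulation buffer; % is set by controls: 0 for no effect and ±100 for the full control effect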
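Kinetic fluorescence (2 min after stimulation buffer) measures Tl+ influx through KCNH2 3.1 expressed by viral transduction in U2OS cells; the rate constant is normalized against DMSO controls serving as positive and negative references.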
ELG1 repair inh – qHTS screen for small molecules that inhibit ELG1-dependent DNA repair in human embryonic kidney (HEK293T) cells expressing luciferase-tagged ELG1; HEK293T ELG1-luciferase reporter, luminescence, 16 h; DNA damage induced by 5-fluorouridine; Potency, µM (titrated, usually from 46.1 µM), inactives show top-dose activity change, negative = inhibition, hits mostly inhibitors; 2.3% of 330,000 active; AID 504467, 2011; note: potency is the fitted concentration of half-maximal effect; % is set by controls: 0 for no effect and ±100 for the full control effect; nearly all actives have a fitted effect of over 55% in size
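Quantitative HTS, concentration-response format. 2,000 cells/well co-treated with 5-fluorouridine and compound, 16 hr in 5% CO2 at 37 °C; ONE-Glo luminescence read after 30 min.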
Menin-MLL TR inh – qHTS Assay for Inhibitors Targeting the Menin-MLL Interaction in MLL Related Leukemias: Competition With Texas Red Labeled MLL-derived Mutant Peptide; O00255; Menin + Texas Red MLL mutant peptide, fluorescence polarization; Potency, µM (highest dose often 61.6 µM), for inactives: at the highest dose FP activity change, negative = inhibition, usual class: inhibitors; 0.23% of 270,000 active; AID 1768, 2009; active = well fitted inhibition curve with a large enough effect in the polarisation, with a control signal flat, not every such curve was filed as active; inconclusive = small, poorly fitted or top-dose-only effect, or effect the other way, or a change in a side signal; inactive = no such curve, though single readings can be large or run the other way; the % refers to the polarisation; note: potency is the fitted concentration of half-maximal effect; % of control where 0% means no effect; many of its hits are not listed in these tables
NPC1 promoter act – qHTS Assay for NPC1 Promoter Activators. Huh7 NPC1 promoter luciferase reporter, 24 h. Potency, µM (series often up to 9.22 µM), inactives show at the top dose activation, actives largely listed as activators. 2.4% of 320,000 active. AID 485313, 2010;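 note: potency is the fitted concentration of half-maximal effect; % of control where 0% means no effect; nearly all actives have a fitted effect of over 60% in size; reporter is driven by a mutant NPC1 promoter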
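Stable NPC1-promoter luciferase Huh7 line; cpd (DMSO) 24 h, 37 °C, 5% CO2; Amplite luciferase reagent 10 min RT; luminescence readout. qHTS format.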
RORgamma inh – qHTS for inhibitors of ROR gamma transcriptional activity; 5.4% of 310,000 active; AID 2551, 2010; Potency, µM (top dose mostly 53.6 µM), inactives show top-dose activity change, negative = inhibition, most hits filed as inhibitors; Drosophila S2 Gal4-RORgamma UAS-luciferase reporter, 20 h; Nuclear receptor ROR-gamma (Mus musculus), P51450; note: potency is the fitted concentration of half-maximal effect; % is set by controls: 0 for no effect and ±100 for the full control effect; nearly all actives have a fitted effect of over 60% in size
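Compounds are pin-transferred onto Drosophila Schneider cells expressing a copper-inducible Gal4–ROR gamma transactivation domain fusion. After 1 hr, copper sulfate is added to 700 uM final; luciferase is read 20 hr later.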
MBNL1-CUG inh – qHTS Assay for Inhibitors of MBNL1-poly(CUG) RNA binding; Muscleblind-like protein 1 (Homo sapiens), Q9NR56; Potency, µM (doses to about 57.5 µM), inactives show at the highest dose activity change, negative = inhibition, actives largely listed as inhibitors; 0.036% of 280,000 active; AID 2675, 2010; TR-FRET MBNL1-His/biotin-(CUG)12 binding, 665/545 ratio; active = well fitted inhibition curve with a large enough effect in the signal ratio, with a control signal flat, not every such curve was filed as active; inconclusive = small, poorly fitted or top-dose-only effect, or effect the other way, or a change in a side signal; inactive = no such curve, though single readings can be large or run the other way; the % refers to the signal ratio; note: potency is the fitted concentration of half-maximal effect; % is set by controls: 0 for no effect and ±100 for the full control effect
Target sequence (Q9NR56 whole entry, looked up): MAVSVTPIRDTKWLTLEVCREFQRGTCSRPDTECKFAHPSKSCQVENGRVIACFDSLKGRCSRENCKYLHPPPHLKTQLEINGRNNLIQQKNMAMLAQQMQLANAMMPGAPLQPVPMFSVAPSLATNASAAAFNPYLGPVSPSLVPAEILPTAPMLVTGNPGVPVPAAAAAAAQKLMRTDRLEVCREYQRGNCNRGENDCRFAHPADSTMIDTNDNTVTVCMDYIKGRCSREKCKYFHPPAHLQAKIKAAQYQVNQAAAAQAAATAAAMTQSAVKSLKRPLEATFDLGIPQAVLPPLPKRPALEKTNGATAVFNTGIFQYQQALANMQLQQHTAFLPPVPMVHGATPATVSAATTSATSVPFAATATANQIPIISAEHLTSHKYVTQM
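TR-FRET between His-tagged MBNL1 and biotin-(CUG)12 RNA, detected with Tb anti-His antibody (0.055 ng/ul) and streptavidin-XL665 (5 nM), 60 min at room temperature. Compounds titrated 92 nM to 58 uM; 665/545 nm ratio normalized to buffer and complex controls.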
FLuc modulator – qHTS profiling assay for firefly luciferase inhibitor/activator using purifed enzyme and Km concentrations of substrates (counterscreen for miR-21 project); Luciferin 4-monooxygenase (Photinus pyralis), P08659; purified FLuc, Km substrates, luminescence inhibition; Potency, µM (highest dose often 57.5 µM), for inactives: at the highest dose activity change, negative = inhibition, actives largely listed as inhibitors; 6.9% of 360,000 active; AID 588342, 2011;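 note: potency is the fitted concentration of half-maximal effect; plate controls were vehicle for no effect and reference inhibitor for full effect; nearly all actives have a fitted effect of over 55% in size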
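Biochemical qHTS of compounds, final roughly 60 µM downward over six points, against 10 nM purified firefly luciferase using Km concentrations of substrates (10 uM D-luciferin, 10 uM ATP) in Tris acetate pH 7.5 buffer; luminescence output.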
Active calls of the source: *; ? = inconclusive; / = not tested or not shown; & = joins results of further samples; [ ] = remark or other dose. Unless noted, calls come from the whole dose curve; as a rule, active = well fitted curve in the direction sought with a large enough effect; inconclusive = small, poorly fitted or top-dose-only effect, or another doubt; inactive = no such curve, though single readings can be large; an effect the other way counts as inactive or inconclusive. The list is partial; rates above refer to the full screens.

SMILES	Rab9 promoter act	Mito fusion act	PKM2 activator	VP16 counter	KCNH2 3.1 inh	ELG1 repair inh	Menin-MLL TR inh	NPC1 promoter act	RORgamma inh	MBNL1-CUG inh	FLuc modulator
C=CCSc1nc2c(c(-c3ccsc3)c1C#N)CN(C)CC2	-8.1%	3.2%	7.1%	-11.9%	2.7	-3.3%	/	-1.6%	14.8%	?	2.3%
CC(C)[C@]12O[C@H]1[C@@H]1O[C@]13[C@]1(O[C@H]1C[C@H]1C4=C(CC[C@@]13C)C(=O)OC4)[C@@H]2O	-44.1%[inhibitor]	-2.2%	-2.9%	0.398µM*	/	/	-3.5%	-41.5%[inhibitor]	0.316µM*	0.9%	1.3%
COc1ccc(-n2c(O)c(C(C)=NCc3ccc4c(c3)OCO4)c(=O)[nH]c2=O)cc1	-3.2%	-2.4%	-7.0%	-5.7%	-7.2	20.2%	/	-1.7%	0.8%	-6.8%	3.4%
CCN(CC)C(=O)Oc1ccc2cc(Br)ccc2c1	22.2%	11.6%	4.0%	21.2%	6.6	?	-9.0%	7.9%	27.6%	-3.1%	21.3µM*
O=[N+]([O-])NC1=NCCN1Cc1ccc(Cl)nc1	19.3%	-0.8%	5.9%	1.5%&-6.1%	4.5	-5.3%	6.3%&8.4%	3.4%	-8.5%&10.2%	-5.2%	-3.3%
CN(c1ccc(OCC(=O)N2CCN(C/C=C/c3ccccc3)CC2)cc1)S(=O)(=O)c1cccs1	-22.6%	3.9%	1.3%	-13.3%	-6.7	13µM*	/	-8.5%	?	6.8%	-1.7%
CC/C(=N\NC(=O)c1ccccc1O)c1c(O)n(Cc2ccccc2)c(=O)[nH]c1=O	-3.8%	2.7%	-2.1%	?	-11.5	5.9%	/	1.6%	12.6µM*	3.1%	9.53µM*
COc1cccc(O)c1CN1CCCC(C(=O)c2ccccc2SC)C1 (stereo not given)	-17.2%	5.1%	0.6%	-3.4%	4.0	?	?	-6.6%	1.0%	2.9%	-2.8%
Cn1cccc1CNCCc1ccccc1	-6.5%	0.1%	-0.1%	-0.1%	/	13.9%	-12.0%	-0.6%	0.3%	-3.2%	0.1%

Compounds from the list above that have nitrogen in an aromatic ring:
SMILES	Rab9 promoter act	Mito fusion act	PKM2 activator	VP16 counter	KCNH2 3.1 inh	ELG1 repair inh	Menin-MLL TR inh	NPC1 promoter act	RORgamma inh	MBNL1-CUG inh	FLuc modulator
C=CCSc1nc2c(c(-c3ccsc3)c1C#N)CN(C)CC2	-8.1%	3.2%	7.1%	-11.9%	2.7	-3.3%	/	-1.6%	14.8%	?	2.3%
COc1ccc(-n2c(O)c(C(C)=NCc3ccc4c(c3)OCO4)c(=O)[nH]c2=O)cc1	-3.2%	-2.4%	-7.0%	-5.7%	-7.2	20.2%	/	-1.7%	0.8%	-6.8%	3.4%
O=[N+]([O-])NC1=NCCN1Cc1ccc(Cl)nc1	19.3%	-0.8%	5.9%	1.5%&-6.1%	4.5	-5.3%	6.3%&8.4%	3.4%	-8.5%&10.2%	-5.2%	-3.3%
CC/C(=N\NC(=O)c1ccccc1O)c1c(O)n(Cc2ccccc2)c(=O)[nH]c1=O	-3.8%	2.7%	-2.1%	?	-11.5	5.9%	/	1.6%	12.6µM*	3.1%	9.53µM*
Cn1cccc1CNCCc1ccccc1	-6.5%	0.1%	-0.1%	-0.1%	/	13.9%	-12.0%	-0.6%	0.3%	-3.2%	0.1%
